CHRM5 agonist: CHRM5 agonism in calcium assay | CHO-K1 hM5 cells, Fluo-8 calcium fluorescence; 0% DMSO wells, 100% maximal acetylcholine response | activation, % at 3 µM | actives 0.19% (n = 360,000) | AID 624037;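 active = activation above the run's mean over test compounds plus 3 SD, cut at about 23% in these data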;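 also: signal is peak over basal fluorescence ratio across the kinetic read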
Target sequence (P08912 whole entry, looked up): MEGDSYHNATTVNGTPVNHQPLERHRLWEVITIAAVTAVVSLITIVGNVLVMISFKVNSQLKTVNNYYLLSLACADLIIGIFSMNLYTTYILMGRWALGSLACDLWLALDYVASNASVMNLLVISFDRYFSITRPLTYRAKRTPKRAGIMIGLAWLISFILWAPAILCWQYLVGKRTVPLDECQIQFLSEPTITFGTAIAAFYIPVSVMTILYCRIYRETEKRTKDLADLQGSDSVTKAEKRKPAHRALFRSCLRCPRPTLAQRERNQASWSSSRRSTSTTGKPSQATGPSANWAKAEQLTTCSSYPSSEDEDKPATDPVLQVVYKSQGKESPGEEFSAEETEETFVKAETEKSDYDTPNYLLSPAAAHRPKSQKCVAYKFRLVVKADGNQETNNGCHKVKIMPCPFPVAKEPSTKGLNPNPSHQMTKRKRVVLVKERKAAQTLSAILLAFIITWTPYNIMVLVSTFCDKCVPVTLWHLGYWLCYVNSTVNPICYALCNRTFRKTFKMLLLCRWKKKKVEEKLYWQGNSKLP
M5 antag: blocks acetylcholine activation of human M5 receptor. inhibition, % at 3 µM. actives 0.59% (n = 360,000). P08912. CHO-hM5 cells, Fluo-8 calcium fluorescence, ACh EC80. AID 624040;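 active = inhibition above a per-plate cutoff, the mean of that plate's test compounds plus 3 SD, cut at about 27% in these data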;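 also: 0% = acetylcholine EC80 with DMSO and 100% = DMSO without agonist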
CHRM5 PAM: positive allosteric modulators of human muscarinic M5 receptor; P08912; CHO-K1 hM5, Fluo-8 calcium, ACh EC20 PAM; 0% = ACh EC20, 100% = ACh EC100; activation, % at 3 µM; actives 0.3% (n = 360,000); AID 624038;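 active = activation above the run cutoff, the mean activation of all test compounds plus 3 SD, cut at about 18% in these data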
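Probe or stimulus: acetylcholine, EC20 level; Assay system: human M5 receptor in CHO-K1 cells; Schedule: compound preincubation 140 s before EC20 acetylcholine addition; Technique: intracellular calcium via Fluo-8 fluorescence; Dosing: single-point, 3 µM nominal; Read-out basis: percent activation from peak-over-basal fluorescence ratio, scaled EC20-to-EC100 acetylcholine; Repeats: one well per compound, no replicates.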
CRFBP-R2 agonist: CRF-BP/CRF-R2 complex agonism; activation, % at 13.2 µM; actives 0.46% (n = 350,000); HEK293 CRF-R2/CRF-BP, calcium dye fluorescence (FLIPR); percent of saturating CRF peptide response; AID 588473;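 active = activation of at least 50%, plus an integration ratio under a set limit after plate pattern correction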;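 also: plate controls were neutral control wells without compound for no effect and CRF at EC100 for full effect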
CHRM4 antagonist: antagonists of human muscarinic M4 receptor (CHRM4); CHO-hM4 cells, ACh EC80, Fluo-8 calcium fluorescence; inhibition, % at 3 µM; actives 0.73% (n = 360,000);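 active = inhibition above its plate's cutoff, the mean inhibition of sample wells plus 3 SD, cut at about 27% in these data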;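 also: 0% = acetylcholine EC80 with DMSO and 100% = DMSO without agonist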
CHRM1 antagonist: blocks human M1 muscarinic receptor | P11229 | CHO-K1 hM1, Fluo-8 calcium fluorescence, ACh EC80 antagonist | inhibition, % at 3 µM | actives 1.3% (n = 360,000);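 active = percent inhibition above its own plate's cutoff, namely the mean of that plate's compound wells plus 3 SD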;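 also: peak over basal fluorescence ratio during 140 s after agonist addition; 0% = ACh EC80 plus DMSO and 100% = DMSO alone without agonist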
Target sequence (P11229 whole entry, looked up): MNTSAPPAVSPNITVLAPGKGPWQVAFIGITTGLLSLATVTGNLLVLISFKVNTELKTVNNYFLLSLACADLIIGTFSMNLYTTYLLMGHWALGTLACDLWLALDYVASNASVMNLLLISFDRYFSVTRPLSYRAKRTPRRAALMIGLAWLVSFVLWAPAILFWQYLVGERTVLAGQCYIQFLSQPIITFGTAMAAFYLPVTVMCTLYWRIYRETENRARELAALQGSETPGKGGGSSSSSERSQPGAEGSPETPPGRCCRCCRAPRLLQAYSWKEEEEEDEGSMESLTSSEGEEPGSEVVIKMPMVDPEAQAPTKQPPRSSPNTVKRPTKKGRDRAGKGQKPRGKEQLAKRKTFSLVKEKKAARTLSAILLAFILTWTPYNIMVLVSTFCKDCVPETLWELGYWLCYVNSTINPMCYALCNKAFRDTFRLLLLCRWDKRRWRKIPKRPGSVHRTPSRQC
CHRM4 agonist: CHRM4 agonism in calcium assay. CHO-K1 hM4/Gqi5, Fluo-8 calcium fluorescence; vehicle 0%, full acetylcholine response 100%. P08173. activation, % at 3 µM. AID 624127. actives 0.14% (n = 360,000);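 active = activation above the run mean over all test wells plus 3 SD, cut at about 32% in these data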;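 also: peak over basal fluorescence ratio per well then scaled between controls; 0% = DMSO wells and 100% = acetylcholine at EC100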
M1 PAM: potentiates human M1 receptor response to acetylcholine. P11229. CHO-K1 hM1, Fluo-8 calcium fluorescence, ACh EC20; 0% = ACh EC20, 100% = maximal ACh. activation, % at 3 µM. actives 0.088% (n = 360,000); in the data active = activation above about 19%, passing the limit was not always enough
M4 PAM: positive allosteric modulators of human muscarinic M4 receptor; actives 0.4% (n = 360,000); activation, % at 3 µM; CHO-K1 hM4/Gqi5, Fluo-8 calcium fluorescence, ACh EC20; 0% = ACh EC20, 100% = maximal ACh;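 active = activation above its plate's cutoff, the mean activation of sample wells plus 3 SD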; also: some results filed as inactive read as strong as hits
* hit, by the source's call; . = not tested or not shown.

SMILES	CHRM5 agonist	M5 antag	CHRM5 PAM	CRFBP-R2 agonist	CHRM4 antagonist	CHRM1 antagonist	CHRM4 agonist	M1 PAM	M4 PAM
CCOC(=O)C1CCN(c2cc3c(cc2NC(=O)c2ccc(OC)c(OC)c2)n(C)c(=O)n3C)CC1	0	15	-4	0.0	-5	2	9	-4	-6
CC(C)c1ccc(CC(=O)N2CCC2(C)C(=O)NS(=O)(=O)c2ccc(C(C)(C)C)cc2)cc1 (stereo unspecified)	0	-6	6	.	-9	-11	1	13	1
Cc1nnc(NS(=O)(=O)c2ccc(Br)cc2)s1	-9	11	7	0.7	-8	-15	1	12	7
CS(=O)(=O)c1cccc(NC(=O)CSc2nnc3n2CCCCC3)c1	1	-2	6	-1.5	-6	-7	-1	10	10
COC(=O)c1c(NC(=O)c2ccccc2C(=O)O)sc2c1CCC2	4	4	4	-2.6	3	3	0	0	-6
CCOc1ccccc1NC(=O)N1CCC(NC(=O)c2cccc(C)c2)CC1	-7	1	-8	-0.6	0	-12	3	7	-2
CN(C)C(=O)CCc1ccc2c3c([nH]c2c1)[C@]1(CCc2ccccc2)[C@@H](C(=O)N2CCCCC2)C[C@H](CC(=O)NCCC2=CCCCC2)C(=O)N1CC3	-1	-2	-4	-5.1	-5	0	1	-2	7
CCOC(=O)Cn1nc(C)c(NC(=O)COc2ccc([N+](=O)[O-])c(C)c2)c1C	7	11	-3	-0.8	-5	3	4	4	18
CCOC(=O)CC(NCc1ccc(OC)c(OCC)c1)c1ccc(C)cc1 (stereo unspecified)	4	0	3	0.5	-10	0	2	5	0
O=C(Nc1ccc(N2CCOCC2)c(F)c1)c1cccs1	-4	3	-5	-0.8	0	-5	4	8	2
COc1cc(C(C(=O)NC2CCCC2)N(C(=O)c2snc(C(N)=O)c2N)c2ccccc2)cc(OC)c1OC (stereo unspecified)	-3	7	2	0.0	8	-16	1	7	-2
O=C(NC(=S)Nc1ccc(S(=O)(=O)N2CCCC2)cc1)C1CC1	-4	-12	1	1.2	-2	-9	6	2	-4
COc1ccc(N=C2C(=Nc3ccc(OC)cc3)N(c3ccc(OC)cc3)C(=S)N2C(=O)c2ccc(OC)cc2)cc1	2	-1	5	0.3	-18	-2	0	9	8
Cc1ccccc1/C=C1\C(=O)Nc2ccc(F)cc21	-7	8	-2	-0.7	1	-2	-1	3	-4
CCCn1c(NCc2cccc(OC)c2OC)nc2ccccc21	2	-2	2	0.1	7	2	0	5	-5
Cc1ccc(NC(=O)CSc2nc(-c3ccco3)cc(C(F)(F)F)n2)cc1C	1	0	0	-0.8	-2	-8	-1	4	11
COc1ccc(/C=N/NC(=S)Nc2ccccc2)cc1COc1ccc(F)cc1F	1	-4	5	0.5	-2	7	0	6	13
COc1cc(OC)cc(C(=O)NCCN2C(=O)S/C(=C\c3cccs3)C2=O)c1	1	1	-16	2.2	1	10	15	-20	-19
CCOC(=O)c1sc(=NC(=O)c2cccc(OC)c2)n(C)c1C	1	5	-5	3.6	5	-10	1	12	8
CCc1nccn1S(=O)(=O)c1cc(OC)c(Cl)cc1OC	0	-1	-1	-0.7	-8	-4	1	4	1
Cc1nc(CS(=O)(=O)c2ccccc2)cc(N2CCN(c3ccccc3F)CC2)n1	-3	5	-3	0.2	-3	-8	1	11	12
Cc1cc(C)c2c(CC(=O)NN(C)C)coc2c1	3	-4	6	-2.5	-8	-9	3	8	-1
C/C(=N/NC(=O)c1cc(-c2ccccc2)nc2c(Cl)cccc12)c1cccnc1	4	-11	25*	-0.6	-4	-4	2	21	26*
Cn1cnnc1SCC(=O)NN(c1ccccc1)c1ccccc1	0	6	-4	-1.5	-5	-5	1	-5	8
O=C(NC1CCCCC1)NC1CCN(CC(=O)N2CCOCC2)CC1	-6	14	-3	0.9	2	-4	0	9	6
COc1ccc(C)cc1NC(=O)CCNS(=O)(=O)c1ccc2c(c1)CC(C)N2C(C)=O (stereo unspecified)	-1	-1	0	0.7	-3	-1	2	-1	-2
Cc1cc(C)n(CCc2nc(-c3cccs3)cs2)n1	4	3	-1	-0.4	2	-45	1	4	13
COC(=O)CS(=O)(=O)c1ccc2c(c1)CC(=O)N2	-3	-10	-5	-0.3	-8	-7	0	6	7
Cn1nnnc1SCc1ccccc1F	-14	14	-15	1.6	2	4	0	-3	-7
CSCC[C@H](NC(=O)C1CCN(S(=O)(=O)c2ccc(C)cc2)CC1)C(=O)NCc1ccco1	-3	1	4	-4.1	-9	-6	1	9	11
C[C@H]1CN(C2CCCCC2)C(=O)[C@@H]1CC(=O)Nc1ccc(Br)cc1	0	-9	3	9.2	0	-21	1	11	7
CC(C)CC(=O)Nc1nc2c(c(=O)[nH]1)CCCC2	-5	19	-9	-0.3	-4	-27	1	7	3
CNc1nc(C)c(C(C)=O)cc1C#N	-1	12	-1	-1.9	13	-4	0	0	-1
COCCCn1c(=O)c2sccc2n(Cc2cccc(C)c2)c1=O	-3	9	0	-0.1	3	-20	2	22	0
COc1ccc(-n2ccnc2SCC(=O)Nc2cc(C)on2)cc1	1	6	-1	-1.0	8	-3	1	4	-3
CCNS(=O)(=O)c1ccc(CCC(=O)NCc2ccc3c(c2)OCO3)cc1	3	-3	2	-0.4	11	-17	0	11	-5
CCCCOc1ccc(NC(=O)CN2CCN(CC)CC2)cc1	-14	15	-4	0.6	-3	11	0	-10	-4
CC(=O)OCc1c(C(F)(F)F)nn(C)c1SCc1ccc(Cl)cc1	-8	10	-21	1.1	56*	7	-3	-19	-24
Cc1cccc(C)c1NC(=O)c1cc(S(=O)(=O)N2CCC3(CC2)OCCO3)ccc1F	0	2	-1	0.3	2	-18	1	11	1
CC(=O)c1ccc(NC(=S)NCc2ccco2)cc1	-1	5	1	-0.7	13	15	1	-4	-4

5 entries from above, with the structure last.
CHRM5 agonist | M5 antag | CHRM5 PAM | CRFBP-R2 agonist | CHRM4 antagonist | CHRM1 antagonist | CHRM4 agonist | M1 PAM | M4 PAM | structure
2 | -2 | 2 | 0.1 | 7 | 2 | 0 | 5 | -5 | CCCn1c(NCc2cccc(OC)c2OC)nc2ccccc21
1 | 0 | 0 | -0.8 | -2 | -8 | -1 | 4 | 11 | Cc1ccc(NC(=O)CSc2nc(-c3ccco3)cc(C(F)(F)F)n2)cc1C
1 | -4 | 5 | 0.5 | -2 | 7 | 0 | 6 | 13 | COc1ccc(/C=N/NC(=S)Nc2ccccc2)cc1COc1ccc(F)cc1F
1 | 1 | -16 | 2.2 | 1 | 10 | 15 | -20 | -19 | COc1cc(OC)cc(C(=O)NCCN2C(=O)S/C(=C\c3cccs3)C2=O)c1
1 | 5 | -5 | 3.6 | 5 | -10 | 1 | 12 | 8 | CCOC(=O)c1sc(=NC(=O)c2cccc(OC)c2)n(C)c1C

More results:
SMILES	CHRM5 agonist	M5 antag	CHRM5 PAM	CRFBP-R2 agonist	CHRM4 antagonist	CHRM1 antagonist	CHRM4 agonist	M1 PAM	M4 PAM
CC1CCN(CCCNC(=O)c2ccc3c(=O)n(Cc4ccc(Cl)cc4)c(=S)[nH]c3c2)CC1	-10	5	6	2.0	8	-3	7	3	-6
FC(F)(F)c1cccc(NC(=S)NCc2ccc(Cl)cc2)c1	9	25	-18	22	10	23	12	-16	-17
CC1(c2ccc(OC(F)F)cc2)NC(=O)N(CC(=O)Nc2ccc(F)cc2)C1=O (stereo unspecified)	24*	9	-5	36	-13	5	32*	6	19
CCCCC(=O)NC(=S)Nc1nnn(CCC)n1	-4	12	5	-2.0	0	-12	0	12	-2
C=CCn1c(N)nc2ccccc21	-4	-4	3	2.5	-3	-7	1	3	4
CCOc1ccccc1/C=N/NC(=O)c1nnn(-c2nonc2N)c1CN1CCC(C)CC1	-3	18	-1	-0.7	1	1	2	4	-3
COCCNC(=O)C1CC(c2cccc(F)c2)=NO1 (stereo unspecified)	1	2	4	-1.1	2	-8	0	5	-1
CC(Cc1ccc(Cl)cc1)N1CCC(n2nccc2NC(=O)C2CCCC2)CC1 (stereo unspecified)	-6	9	-3	1.7	1	-5	5	-1	6
COc1ccc(C(=O)n2nc(-c3ccco3)nc2N)cc1OC	1	10	2	-0.7	-3	-12	0	12	-5
CC1(C(=O)NS(=O)(=O)c2ccc(F)cc2F)CCN1C(=O)Cc1cccc2ccccc12 (stereo unspecified)	0	5	-1	.	4	19	1	-7	1
COCCn1c(SCC(=O)N2CCCC2)nnc1-c1ccco1	0	3	0	0.0	-7	-2	1	5	4
COc1cccc(-c2nn(C)c3sc(C(=O)NCc4ccc(C)cc4)cc23)c1	-4	-4	-4	-1.1	3	-1	-2	4	-8
O=C(OCc1cc(=O)n2ccsc2n1)c1ccccc1NCCO	4	17	4	-2.4	2	-13	2	9	0
CC(=O)Nc1ccc(-c2ccnc3c2CC(C)(C(=O)NCC2CCOCC2)O3)cc1 (stereo unspecified)	1	1	0	.	-15	-32	1	21	4
Nc1nnc(SCC(=O)Nc2cccnc2Cl)s1	2	-1	-2	0.6	5	0	2	13	23*
Cc1ccc(-c2nn(C)c(=O)c3ccccc23)cc1S(=O)(=O)NCCN1CCOCC1	-1	0	-5	-1.9	-3	-10	3	12	8
COC(=O)c1cccc(NS(C)(=O)=O)c1C	-1	4	-5	-0.8	-2	-7	0	9	11
O=C(Nc1ccnn1C1CCN(C(=O)c2cccc(Cl)c2)CC1)C1CCOC1 (stereo unspecified)	-4	-3	3	3.0	-3	-17	1	12	9
Cc1ccc(CNS(=O)(=O)c2ccc3c(c2)N(C)CCO3)cc1	-3	4	-3	14	1	-16	6	9	3
COc1ccc(CNC(=O)c2cn(Cc3ccccc3OC)c(=O)s2)cc1	4	-1	-4	.	-15	-16	3	10	5
COC(=O)Cn1cc(C(=O)OC)c2ccccc21	0	-3	5	-1.3	1	-14	0	6	-3
Cc1ccc(NC(=O)Nc2ccc3c(c2)OCO3)cc1F	1	6	-11	-0.5	-12	1	8	-2	-8
Cc1ccc(NCc2nnc(SCC(=O)NNC(=O)Cc3ccccc3)n2C)cc1	-5	-6	-4	-0.2	-1	-20	0	-3	-1
O=C(c1csc2c1CCCC2)N1CCN(c2ccc(F)cc2)CC1	4	3	-5	16	-5	-9	5	6	1
O=C(Cn1c(=O)[nH]c2ccsc2c1=O)NC1CCCCCC1	-2	12	-3	-2.3	2	17	0	-8	3
CC(C)(C)C1CCc2onc(C(=O)Nc3ccc4c(c3)OCO4)c2C1 (stereo unspecified)	-2	13	-1	0.2	-2	-8	1	12	4
O=[N+]([O-])c1ccc(N/N=C/c2cccs2)nc1	-1	3	-8	6.6	-13	-4	0	4	0
CN(C(=O)c1ccccc1C(=O)OCC(=O)Nc1ccc(S(N)(=O)=O)cc1)c1ccccc1	-3	3	-3	-0.3	0	-6	1	4	0
CC(=O)Nc1cc(S(=O)(=O)Nc2ccc(C)cc2)c(C)cc1C	-1	3	5	1.6	3	-12	3	4	8
Cc1ccc(C(=O)NC(=S)NNS(=O)(=O)c2ccccc2)cc1	-1	-16	8	1.1	2	-5	0	11	1
COCCNC(=O)C1(C)Oc2ccccc2NC1=O (stereo unspecified)	-7	-1	2	0.6	-7	-14	1	7	7
Cc1ccc(CCN2CC(C(=O)NC3CCCC3)CC2=O)cc1 (stereo unspecified)	1	0	-3	-0.8	5	-13	1	12	14
c1csc(C2CCCN2c2nc3nonc3nc2NC2CC2)n1 (stereo unspecified)	-1	-10	6	8.5	-3	-2	1	-2	6
O=C(CNC(=O)C(c1ccccc1)c1ccccc1)N/N=C/c1ccc(O)cc1O	3	-2	10	16	0	0	5	6	-7

Assay outcomes deposited in PubChem by several laboratories.
